# Assay outcomes deposited in PubChem by Sanford-Burnham Center for Chemical Genomics.
# EBI2 antag: blocks human EBI2 receptor beta-arrestin signaling | AID 651636 | hit rate 0.81% among 360,000 | EBI2 beta-arrestin recruitment, luminescence, 7a,25-OHC stimulated | inhibition, % at 5 µM | P32249; in the data active means inhibition above about 38%;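 further: enzyme fragment complementation signal reports receptor beta-arrestin coupling in cells; 0% = agonist plus DMSO wells and 100% = wells without agonist; some results beyond the cut were filed as inactive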
# Target sequence (P32249 whole entry, looked up, the tested form may be a part): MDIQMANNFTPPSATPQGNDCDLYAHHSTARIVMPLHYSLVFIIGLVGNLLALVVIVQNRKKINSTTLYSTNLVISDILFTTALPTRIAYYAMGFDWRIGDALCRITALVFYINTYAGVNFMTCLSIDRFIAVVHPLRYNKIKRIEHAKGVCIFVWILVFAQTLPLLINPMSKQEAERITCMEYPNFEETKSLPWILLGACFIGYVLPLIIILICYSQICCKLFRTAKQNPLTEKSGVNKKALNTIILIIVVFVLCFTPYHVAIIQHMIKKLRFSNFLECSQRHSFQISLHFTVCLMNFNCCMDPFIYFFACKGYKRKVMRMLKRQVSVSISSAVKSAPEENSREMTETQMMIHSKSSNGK
# CCR6 antagonist: blocks CCL20-driven beta-arrestin recruitment at human CCR6; P51684; CHO-K1 CCR6 PathHunter beta-arrestin, luminescence, CCL20-stimulated; inhibition, % at 20 µM; hit rate 0.49% among 340,000; AID 493098;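 active means compounds whose inhibition of the agonist-driven luminescence signal at 20 µM reaches about 50%, limit read from the data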;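 further: cells stimulated with CCL20 at 14 nM final; plate controls were DMSO with CCL20 for no effect and DMSO without agonist for full effect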
# Jurkat NFkB inh: inhibitors of the PMA/ionomycin-induced NF-kB reporter in Jurkat cells; PMA/ionomycin-induced NF-kB luciferase reporter, luminescence; inhibition, % at 4 µM; hit rate 0.53% among 330,000; AID 435003; in the data active means inhibition above about 50%
# 697 NFkB inh: lowers PMA/ionomycin-induced NF-kB signal in 697 B cells. 697 B-cell NF-kB luciferase reporter, 16 h. inhibition, % at 4 µM. hit rate 0.33% among 330,000. AID 435022; in the data active means inhibition above about 35%
# Gli-Sufu block: antagonists of Gli-Sufu signaling; Sufu-KO-LIGHT fibroblasts, Gli luciferase reporter luminescence; AID 588413; hit rate 0.74% among 340,000; inhibition, % at 5 µM;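 active means inhibition above about 55%, limit read from the data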;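 further: 0% = DMSO-treated cells and 100% = wells with medium but no cells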
# CXCR6 block: CXCR6 (human) receptor inhibition | inhibition, % at 20 µM | CHO-K1 PathHunter CXCR6 beta-arrestin, luminescence | O00574 | hit rate 0.36% among 360,000; in the data active means inhibition above about 34%, passing the limit was not always enough;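 further: antagonist mode with CXCL16 agonist at 10 nM final; 0% = 10 nM CXCL16 with DMSO and 100% = unstimulated wells without agonist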
# Target sequence (O00574 whole entry, looked up): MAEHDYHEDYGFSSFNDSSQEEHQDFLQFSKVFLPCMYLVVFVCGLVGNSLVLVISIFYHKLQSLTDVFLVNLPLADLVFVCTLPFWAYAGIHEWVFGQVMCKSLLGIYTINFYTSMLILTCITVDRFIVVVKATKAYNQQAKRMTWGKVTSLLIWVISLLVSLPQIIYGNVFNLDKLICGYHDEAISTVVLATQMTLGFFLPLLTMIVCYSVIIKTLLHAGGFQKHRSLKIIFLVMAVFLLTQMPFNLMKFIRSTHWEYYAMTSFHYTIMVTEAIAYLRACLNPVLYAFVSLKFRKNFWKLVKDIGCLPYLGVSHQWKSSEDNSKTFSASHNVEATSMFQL
# UBC13 polyUb: inhibitors of human UBC13 polyubiquitin chain formation | TR-FRET | hit rate 0.47% among 330,000 | P61088 | inhibition, % at 20 µM; in the data active means inhibition above about 45%, passing the limit was not always enough
# APJ antag: APJ receptor antagonism | AID 2521 | P35414 | hit rate 0.32% among 330,000 | CHO-K1 APJ beta-arrestin complementation, luminescence | inhibition, % at 20 µM;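 active means inhibition above about 40% at 20 µM, limit read from the data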;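 further: cells challenged with 10 nM apelin-13 agonist together with compound; plate controls were apelin-13 plus DMSO wells for no effect and DMSO wells lacking apelin-13 for full effect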
# Target sequence (P35414 whole entry, looked up): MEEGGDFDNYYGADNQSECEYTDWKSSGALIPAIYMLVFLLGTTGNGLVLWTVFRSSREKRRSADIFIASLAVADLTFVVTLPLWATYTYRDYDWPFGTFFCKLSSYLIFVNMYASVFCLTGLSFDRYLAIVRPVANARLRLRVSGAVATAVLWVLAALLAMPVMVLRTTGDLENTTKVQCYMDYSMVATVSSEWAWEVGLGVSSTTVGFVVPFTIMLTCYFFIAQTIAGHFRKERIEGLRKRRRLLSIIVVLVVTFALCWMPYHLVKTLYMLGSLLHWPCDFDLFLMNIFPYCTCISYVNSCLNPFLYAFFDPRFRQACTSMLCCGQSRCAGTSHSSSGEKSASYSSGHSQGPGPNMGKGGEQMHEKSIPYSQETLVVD
# * hit, by the source's call; . = no result given.
No.	SMILES	EBI2 antag	CCR6 antagonist	Jurkat NFkB inh	697 NFkB inh	Gli-Sufu block	CXCR6 block	UBC13 polyUb	APJ antag
1	COc1ccc(-c2cn(-c3ccc(C)cc3)c(=O)n2CC(=O)Nc2cccc(F)c2)cc1	9.5	8.2	-2.3	-3.4	.	1.0	4.6	1.6
2	CN(C)S(=O)(=O)Oc1ccsc1C(=O)Nc1cccc(Cl)c1Cl	11.9	17.9	-5.5	-27.3	8.7	8.4	6.3	7.6
3	CCN1CCN(Cc2ccc(NC(=O)Nc3ccc(SC)cc3)cc2)CC1	-27.3	1.5	-100.1	-29.1	-24.8	-10.4	19.1	-1.9
4	C/C(CCC(C)C)=N\Nc1cc(C)c2ccccc2n1	-1.5	55.7*	16.5	-0.4	47.7	35.3	3.4	42.8*
5	Cc1cc(C)n(-c2nc3ccccc3nc2N2CCC(C)CC2)n1	15.9	14.1	-7.6	-25.8	2.5	-6.9	0.5	-21.5
6	C=CCn1c(=O)c(C(=O)NCCNCC)c(O)c2ccccc21	-3.2	-0.1	-6.2	22.1	-3.8	6.4	14.3	5.0
7	Cn1cccc1C(=O)NC(=O)COC(=O)c1ccc(S(C)(=O)=O)cc1	3.0	9.3	13.8	13.5	-44.1	1.5	12.6	2.6
8	C[N+](C)(C)CCOC(N)=O	-1.7	3.3	8.5	-15.3	3.3	-7.7	-5.5	9.3
9	O=c1cc(N2CCc3ccccc32)[nH]c(=O)n1-c1ccccc1Cl	-9.8	8.8	14.9	16.7	-1.6	0.9	1.7	4.4
10	Cc1cccc(C)c1NC(=O)CCN1C(=O)C2C3CCC(C3)C2C1=O (stereo unspecified)	-2.6	-5.2	22.9	9.9	5.8	0.6	0.0	0.2
11	CC(C)c1ccc(N(CC(=O)NCC2CCCO2)C(=O)CCC(=O)Nc2nccs2)cc1 (stereo unspecified)	8.3	7.3	7.1	9.5	4.1	-3.0	1.1	2.7
12	Cc1nc([N+](=O)[O-])nn1C12CC3CC(CC(Cl)(C3)C1)C2	-3.3	0.4	2.3	3.6	1.7	-11.4	0.5	7.9
13	O=C(O)c1cc(S(=O)(=O)NC(Cc2c[nH]c3ccccc23)C(=O)O)ccc1Cl (stereo unspecified)	3.3	-5.9	8.3	-0.9	13.0	3.5	-4.3	3.9
14	CCn1cc(CN2CCN(CC(C)(C)C)C(CCO)C2)c2ccccc21 (stereo unspecified)	2.8	6.4	3.5	0.8	20.1	5.4	6.8	-1.4
15	CC(=O)NS(=O)(=O)c1ccc(NC(=O)c2ccc(Br)o2)cc1	-5.0	13.5	0.0	-17.5	-2.9	2.8	-4.6	1.1
16	CC1(C)C(=O)OC(C(=O)c2ccc(Cl)cc2)C(C)(C)C1=O (stereo unspecified)	-3.4	-8.2	-12.1	-9.2	1.8	-1.7	-2.4	-7.6
17	CCOC(=O)Cn1nc(-c2ccc(C)cc2)c2ccccc2c1=O	-1.8	13.6	4.7	8.9	13.8	13.3	-0.1	-4.4
18	Cc1ccc(N2C(=O)N(CC(=O)NCc3ccc(Cl)cc3)C(=O)C2C)cc1 (stereo unspecified)	33.9	0.9	11.5	16.6	-8.6	6.5	-6.7	21.8
19	CCc1ccccc1NC(=S)N1CCNC(=O)C1CC(=O)OC (stereo unspecified)	-13.0	-2.0	-6.6	-19.7	-6.6	-2.2	2.2	-10.3
20	O=C(NCc1ccco1)Nc1ccc([N+](=O)[O-])cc1	-1.3	15.2	8.9	7.4	-16.1	-3.3	0.3	0.5
21	O=[N+]([O-])c1ccc2nc(NS(=O)(=O)c3ccc(F)cc3)sc2c1	-7.0	16.9	15.2	15.2	6.1	10.5	-4.8	16.9
22	Cc1ccccc1CN(c1ccc(C(=O)Nc2ccccc2C(=O)NCc2ccco2)cc1)S(C)(=O)=O	57.9*	6.9	16.9	8.5	43.0	-1.3	12.7	-1.1
23	Cc1ccc(-n2cnc3scc(-c4cccs4)c3c2=O)cc1	7.2	19.5	8.8	0.7	4.9	3.5	7.9	24.4
24	CCOC(=O)c1ccc(Oc2nc(N(C)C)nc(N3CCOCC3)n2)cc1	2.9	-14.5	-12.9	-30.3	-14.4	0.0	-1.6	-5.1
25	C=CCN1C(=O)C2C(C(=O)NCc3ccccc3)C3(C)C=CC2(O3)C1C(=O)NC(C)(C)C (stereo unspecified)	1.2	2.2	-9.8	2.3	-1.6	2.4	-11.8	4.4
26	COc1ccc(OC)c(NS(=O)(=O)c2cccc3cccnc23)c1	-12.5	7.9	-1.5	3.5	-0.8	10.1	-0.8	-8.8
27	COc1ccccc1C(=O)/C=C/c1ccc(N2CCCCC2)c([N+](=O)[O-])c1	20.6	28.4	-4.5	-3.7	-28.5	21.4	-3.6	-0.7
28	O=C(O)CCN1C(=O)C2C3C=CC(C2C1=O)C1C(=O)N(CCC(=O)O)C(=O)C31 (stereo unspecified)	-10.7	7.8	11.8	1.4	6.1	-7.7	7.3	14.0
29	Cn1ccnc1SCC(=O)NCC(=O)Nc1ccc(F)c(F)c1F	-12.8	-5.4	11.7	11.1	-2.9	-7.2	6.7	12.7
30	CNC(C)C#Cc1ccc2c(=O)c3ccccc3oc2c1 (stereo unspecified)	25.8	11.2	-54.8	-83.6	-40.3	-5.5	-1.5	-8.8
31	COc1ccc(C[C@H](N)C(=O)N[C@H]2[C@@H](O)[C@H](n3cnc4c(N(C)C)ncnc43)O[C@@H]2CO)cc1	6.2	13.3	100.2*	-4.9	89.8*	4.9	0.9	2.1
32	CCOc1cc(N2CCOCC2)c(OCC)cc1NC(=O)COC(=O)c1ccc([N+](=O)[O-])o1	-13.3	-11.2	6.3	19.7	1.2	-14.6	2.1	-7.0
33	CC(=O)c1ccc(OCC(O)CN(C)CCOc2ccc(Br)cc2)cc1 (stereo unspecified)	1.3	0.9	13.0	-8.5	18.6	-5.6	-3.0	-7.9
34	CC(=O)NC(=S)Nc1cc(C(F)(F)F)ccc1N1CCOCC1	-0.5	-5.3	1.0	-44.5	3.4	0.7	5.4	-21.8
35	Cc1ccccc1N1C(=O)c2cccc([N+](=O)[O-])c2C1=O	-6.0	-16.3	.	.	64.8*	-10.7	.	.
36	Cc1ccccc1C(=O)Nc1ccnn1C1CCN(Cc2cnn(C)c2)CC1	7.3	-3.0	-18.7	6.3	9.1	-2.6	0.9	-5.7
37	CCOC(=O)CCCNC(=O)CCNC(=O)c1ccc(OCC(C)C)cc1	-3.5	-0.3	9.5	14.1	0.8	-7.0	7.6	-9.4
38	Cc1ccc(C(=O)C(C)OC(=O)Cn2cnc3c2c(=O)n(C)c(=O)n3C)cc1 (stereo unspecified)	-11.8	-1.4	14.6	7.2	-9.2	-7.2	3.9	20.2
39	COc1ccc(OC)c(CCNC(=O)c2ccc3c(c2)N(Cc2ccccc2)CCS3)c1	4.8	31.1	-7.4	-7.8	14.6	14.4	38.1	-27.5
40	Cc1cc(Cl)c(S(N)(=O)=O)cc1OCC(N)=O	5.6	-4.0	-0.2	-1.8	1.7	4.7	8.6	1.3
41	CCOc1ccc(N2C(=O)c3cccnc3C2Nc2ccc(F)cc2)cc1 (stereo unspecified)	-2.9	-1.7	-14.3	-0.9	-4.8	-0.3	0.2	-12.8
42	O=C(Nc1ccc(O)c2c(=O)cc(-c3cccc(Cl)c3)oc12)c1ccccc1Cl	37.4	0.1	-1.7	-18.2	-0.3	12.8	-21.7	10.8
43	COc1ccc2nc(Cl)c(C3CC(c4ccco4)=NN3C(=O)CCCC(=O)O)cc2c1 (stereo unspecified)	2.2	3.8	-6.5	-23.1	6.6	3.7	-2.8	-16.9
44	COc1ccc(Cn2nnnc2C(c2cc(OC)ccc2OC)N2CCC(C(N)=O)CC2)cc1 (stereo unspecified)	-5.6	-2.8	-8.9	-4.4	-0.4	-2.1	-3.7	42.9*
45	COc1ccc(-n2nc(C(=O)NCC(=O)NCc3ccc(F)cc3)c3ccccc3c2=O)cc1OC	-5.7	-7.6	-13.0	12.8	-7.3	-0.5	8.4	-16.0
46	Cn1c(NNC(=O)c2c(F)cccc2F)cc(=O)n(C)c1=O	-11.1	3.0	0.4	-2.3	1.8	-3.6	-19.0	-0.4
47	Cc1cc(C)cc(NC(=O)CCCN2C(=O)C(c3ccccc3)Oc3cccnc32)c1 (stereo unspecified)	7.0	22.9	9.6	1.9	-6.4	-0.4	-0.6	14.5
48	CC(C)(C)c1ccc(C(=O)Nc2ccc(CC(=O)O)cc2)o1	-5.5	3.7	59.6*	84.2*	52.7	-3.0	8.5	5.8
49	COc1cccc(CNC(=O)c2ccc(COc3ccccc3)cc2)c1	13.2	12.8	-39.0	-31.2	-8.8	6.5	-7.4	-3.0
50	C=CCN(Cc1nc(-c2cc(OC)c3c(c2)OCO3)oc1C)C1CCS(=O)(=O)C1 (stereo unspecified)	-4.1	6.7	5.0	-12.8	21.3	1.2	1.2	5.6
51	Fc1ccc2c(c1)C(c1ccc(N3CCOCC3)cc1)=NNC(c1cccs1)=N2	10.9	21.5	7.5	-31.9	1.6	2.5	-14.6	6.7
52	O=C(N/N=C/c1c[nH]c2ccccc12)c1ccccc1	-5.6	4.0	-34.2	-52.9	-36.8	-2.5	-0.2	6.8
53	Cc1cccc(C(=O)NC(=S)N(C)C2CCCCC2)c1	1.6	11.2	-11.1	-23.4	-28.6	7.9	4.4	12.2
54	CCCC(=O)Nc1ccc(C(=O)NNC(=O)COc2ccc(Br)c(C)c2)cc1	2.6	-0.1	7.2	12.7	-26.7	0.0	2.3	22.4
55	FC(F)(F)c1nnc(N2CCN(c3ccc(Cl)cc3)CC2)s1	8.2	8.1	9.9	18.2	9.0	0.9	1.7	4.1
56	CC(C(=O)c1ccc(-c2ccccc2)cc1)[n+]1cccc(C(N)=O)c1 (stereo unspecified)	-0.8	3.7	6.1	-0.3	19.1	1.8	7.2	21.8
57	c1ccc(CN2CCC3(CC2)Nc2ccccc2CO3)cc1	-2.6	-8.3	1.0	11.5	2.8	10.4	-3.9	-3.1
58	COc1ccc(CC(=O)N[C@@H](CCSC)C(=O)N2CCC3(CC2)NCCc2[nH]cnc23)cc1	-5.3	5.0	3.7	6.6	-3.7	4.4	5.5	4.0
59	O=C(/C=C/c1cccs1)NCc1cccnc1	-1.8	12.8	-5.5	-1.4	-9.8	-5.5	-2.2	-1.6
60	COc1ccc(OC)c(NC(=O)Cn2cc(C=O)c3ccccc32)c1	-5.1	14.4	14.6	17.5	24.0	5.2	19.8	15.8

# Gathered by group, the entries above with a COOH group.
No.	SMILES	EBI2 antag	CCR6 antagonist	Jurkat NFkB inh	697 NFkB inh	Gli-Sufu block	CXCR6 block	UBC13 polyUb	APJ antag
13	O=C(O)c1cc(S(=O)(=O)NC(Cc2c[nH]c3ccccc23)C(=O)O)ccc1Cl (stereo unspecified)	3.3	-5.9	8.3	-0.9	13.0	3.5	-4.3	3.9
28	O=C(O)CCN1C(=O)C2C3C=CC(C2C1=O)C1C(=O)N(CCC(=O)O)C(=O)C31 (stereo unspecified)	-10.7	7.8	11.8	1.4	6.1	-7.7	7.3	14.0
43	COc1ccc2nc(Cl)c(C3CC(c4ccco4)=NN3C(=O)CCCC(=O)O)cc2c1 (stereo unspecified)	2.2	3.8	-6.5	-23.1	6.6	3.7	-2.8	-16.9
48	CC(C)(C)c1ccc(C(=O)Nc2ccc(CC(=O)O)cc2)o1	-5.5	3.7	59.6*	84.2*	52.7	-3.0	8.5	5.8

# Next part.
No.	SMILES	EBI2 antag	CCR6 antagonist	Jurkat NFkB inh	697 NFkB inh	Gli-Sufu block	CXCR6 block	UBC13 polyUb	APJ antag
61	CC(C)(C)NC(=O)CN(CCN1CCOCC1)C(=O)CNS(=O)(=O)c1ccccc1	6.3	-0.1	13.5	11.4	-15.1	-5.9	5.0	3.5
62	COCCSc1ccccc1C(=O)NCc1ccc(S(N)(=O)=O)cc1	6.2	8.0	-14.0	9.1	-0.2	13.0	2.2	26.8
63	O=C(CSc1nc2ccccc2o1)NCC(=O)c1ccccc1	-2.7	6.6	-14.8	15.2	-15.3	-8.9	-6.7	-2.0
64	C/C(CC(C)C)=N\Nc1ccc(S(N)(=O)=O)cc1[N+](=O)[O-]	-9.6	13.6	-5.2	6.3	12.3	-1.8	-48.2	32.3
65	Cc1sc2ncnc(Sc3nc4ccccc4s3)c2c1C	.	.	10.7	31.0	.	.	11.8	0.4
